Source: PubChem (several laboratories)
STAT3 blocker – IL-6 driven STAT3 reporter inhibitors, primary screen, U3A cells, luciferase, luminescence, MLSCN library | IL-6 STAT3-luciferase reporter; host cell line lacks STAT1 | inhibition, % at 5.5 µM | 190,000 compounds, 0.89% hits | AID 862, 2007;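 active = inhibition above the mean inhibition across all screened compounds plus 3 SD, cut at about 44% in these data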;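 note: 0% = DMSO only wells and 100% = 100 µM nifuroxazide control wells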
Hsp70 activator – Hsp70 transcriptional activators, primary screen, cell-based, HeLa, Hsp70 promoter luciferase, luminescence, 10 µM; HeLa Hsp70 promoter luciferase reporter; scaled: vehicle 0, proteasome-inhibitor control 100%; activation, % at 10 µM; 200,000 compounds, 0.04% hits;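 active = activation above the mean across all tested compounds plus 3 SD, cutoff set per campaign, cut at about 5.5% in these data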;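 note: 100% = MG132 at 30 µM as the positive control and 0% = DMSO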
STAT3 activator – IL-6 driven STAT3 reporter potentiators, primary screen, U3A cells, luciferase, luminescence, MLSCN library; IL-6 STAT3-luciferase reporter; 100% = signal with IL-6 EC80 alone; activation (% of control), % at 5.6 µM; 190,000 compounds, 0.91% hits; AID 871, 2007;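 active = activation above the screen-wide mean of compound activation plus 3 SD, cut at about 130% in these data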;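 note: 0% = background luminescence of wells with medium and substrate only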
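Assay system – human STAT1-deficient U3A cells with stable STAT3-luciferase reporter · Also added – IL-6 (33 ng/mL) · Schedule – compound 1 h, then IL-6 6 h at 37 °C · Technique – reporter luminescence signal · Evaluation – % activation versus median of IL-6-stimulated wells · Benchmarks – IL-6-only wells as 100% reference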
APP 5UTR inh – inhibitors of APP translation via 5'UTR reporter, primary screen, APP 5'UTR luciferase, SH-SY5Y cells; AID 1285, 2008; SH-SY5Y APP 5'UTR-luciferase reporter, luminescence; 190,000 compounds, 0.82% hits; inhibition, % at 2 µM;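 active = inhibition above a set limit, derived from the sample mean plus 3 SD, cut at about 45% in these data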; note: values of inactives mirror those of a sister screen read the other way
STAT1 act – STAT1 signaling activators, primary screen, cell-based, HTS, luciferase reporter. NIH 3T3 STAT1-luciferase reporter, IFN-gamma, luminescence; 100% = IFN-gamma alone, no compound. activation (% of control), % at 5.5 µM. 200,000 compounds, 2.6% hits;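 active = activation above the screen-wide mean activation plus 3 SD, cut at about 130% in these data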;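 note: raw ratio to IFN-gamma control signal so 100% means no change and 0% no light; values of inactives mirror those of a sister screen read the other way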
RAM network inh – inhibitors of the yeast RAM network, primary screen, dse1pr::URA3 reporter, 5-FOA selection; S. cerevisiae dse1pr::URA3 reporter, 5-FOA growth OD615, 2 d; analog-sensitive cbk1-as2 kinase mutant strain; 190,000 compounds, 1.8% hits; inhibition, % at 50 µM; AID 868, 2007;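 active = inhibition above a set limit, 3 SD over mean compound inhibition, cut at about 8.4% in these data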;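 note: 0% = DMSO-only wells with no growth and 100% = 10 µM 1-NA-PP1 full growth; inhibition rescues growth on 5-FOA so higher OD means more RAM inhibition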
STAT1 inh – STAT1 signaling inhibitors, primary screen, cell-based, HTS, luciferase reporter | AID 920, 2007 | NIH 3T3 STAT1-luciferase reporter, IFN-gamma, luminescence | 200,000 compounds, 0.35% hits | inhibition, % at 5.5 µM;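 active = inhibition above a set limit, the mean inhibition across all tested compounds plus 3 SD, cut at about 34% in these data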;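 note: 0% = IFN-gamma with DMSO and 100% = IFN-gamma with 300 µM nifuroxazide; values of inactives mirror those of a sister screen read the other way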
APP 5'UTR act – activators of APP 5'UTR luciferase reporter, primary screen, SH-SY5Y cells | SH-SY5Y APP 5'UTR luciferase reporter, luminescence; zero percent = DMSO vehicle wells | activation, % at 2 µM | 190,000 compounds, 1% hits | AID 1276, 2008;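 active = activation above a set limit, based on mean plus 3 SD of controls, cut at about 140% in these data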; note: values of inactives mirror those of a sister screen read the other way
FLuc inh counter – firefly luciferase enzyme inhibitors, primary screen, artefact control for luciferase-based inhibitor screens, biochemical, luminescence, ATPLite. inhibition, % at 10 µM. AID 1006, 2008. 200,000 compounds, 1.5% hits. 10 min. Luciferin 4-monooxygenase (Photinus pyralis), P08659;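 active = inhibition above about 50% when tested at 10 µM, limit read from the data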
Target sequence (P08659 whole entry, looked up): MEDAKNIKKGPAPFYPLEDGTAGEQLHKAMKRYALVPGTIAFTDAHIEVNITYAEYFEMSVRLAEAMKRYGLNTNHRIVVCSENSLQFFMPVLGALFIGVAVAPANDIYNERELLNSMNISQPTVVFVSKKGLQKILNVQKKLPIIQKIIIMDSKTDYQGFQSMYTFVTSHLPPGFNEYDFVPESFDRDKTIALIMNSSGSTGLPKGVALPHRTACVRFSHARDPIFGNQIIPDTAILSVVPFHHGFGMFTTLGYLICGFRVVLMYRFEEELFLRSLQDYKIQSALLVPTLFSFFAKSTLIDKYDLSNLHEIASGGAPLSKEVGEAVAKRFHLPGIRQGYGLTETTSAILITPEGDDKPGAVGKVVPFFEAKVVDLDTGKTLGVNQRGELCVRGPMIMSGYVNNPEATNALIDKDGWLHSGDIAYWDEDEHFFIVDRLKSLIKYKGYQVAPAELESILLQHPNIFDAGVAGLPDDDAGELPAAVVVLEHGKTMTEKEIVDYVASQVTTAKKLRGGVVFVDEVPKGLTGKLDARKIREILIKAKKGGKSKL
NF-kB expr up – activators of NF-kB expression in neurons, primary screen, cell-based, HTS | 190,000 compounds, 1.6% hits | human neuronal cells, NF-kB reporter expression; active compounds read high | fold change at 12.5 µM | AID 1239, 2008; in the data active = fold change above about 3.3
The depositor's hits bear a star; / = not tested or not shown.

SMILES	STAT3 blocker	Hsp70 activator	STAT3 activator	APP 5UTR inh	STAT1 act	RAM network inh	STAT1 inh	APP 5'UTR act	FLuc inh counter	NF-kB expr up
C=CCNC(=O)C1(c2ccccc2)CC1(Cl)Cl (stereo not drawn)	3	0.1	96	-12	99	0.7	1	12	-3	1.1
COc1ccc(S(=O)(=O)Nc2nnc(CC(C)(C)C)s2)cc1	1	-0.1	105	-23	111	1.4	-12	23	-4	1.1
Cc1ccc(C(=O)N/C(=C\c2ccc(-c3ccc(Br)cc3)o2)C(=O)NC2CCS(=O)(=O)C2)cc1 (stereo not drawn)	1	-0.6	104	4	98	3.6	2	-4	0	0.89
CCOc1ccc(NC(=O)C(=O)NCCCn2ccnc2)cc1	-6	-0.3	107	3	92	-0.2	9	-3	-4	1.6
Cc1ccc(-n2c(C)cc(C3=NNC(=NC4CC4)SC3)c2C)cc1C	-10	-0.2	104	-155	122	0.8	-24	155*	63*	0.58
CC(=O)n1cc([C@@H]2C=C(C(=O)N3CCN(Cc4ccc5c(c4)OCO5)CC3)O[C@H](OCc3ccc(CO)cc3)C2)c2ccccc21	/	0.0	/	22	94	1.0	8	-22	3	0.44
CC(Sc1nc2ccccc2s1)C(=O)NC1CCCc2ccccc21 (stereo not drawn)	18	-0.4	87	6	97	3.6	3	-6	6	0.89
Cc1cc(N2CCN(C)CC2)nc2ccc(NC(=O)c3ccc(Br)o3)cc12	12	-0.3	94	-25	106	-1.1	-9	25	2	0.66
S=C1NCCOCCOCCOCCOCCN1	4	-0.3	98	-14	100	0.5	0	14	-5	1
Nc1ccc(Br)cc1C(=O)O	35	-0.4	72	-6	87	-0.5	14	6	-3	1.2
CCn1c(N2CCN(C(=O)C34CC5CC(CC(C5)C3)C4)CC2)nc2ccccc21	0	0.1	103	-2	110	4.0	-10	2	-4	0.89
Cc1ccc(CNC(=O)CNS(=O)(=O)c2cccc3nsnc23)cc1	5	-0.1	101	2	100	1.9	0	-2	-3	1.1
COc1ccc(S(=O)(=O)N2CCCC2)cc1C(C)C	0	-0.1	107	-11	94	0.0	5	11	-10	1
CC(C)[C@H](NC(=O)c1ccccc1Cl)C(=O)NC1CCCCCC1	4	-0.1	98	1	99	4.2	0	-1	-3	1.2
COc1ccccc1/C=C/C(=O)Nc1cccc(S(=O)(=O)NC2=NCCCCC2)c1	20	0.1	84	-5	99	5.7	1	5	4	0.88
Cc1nn2cc(-c3ccc(Cl)cc3)cnc2c1Cl	9	0.1	94	-155	140*	1.5	-45	155*	3	3.4*
COC(=O)c1cc(NC(=O)CSc2nnc(N)s2)ccc1Cl	8	0.0	97	-2	104	1.6	-5	2	-1	1.1
CCOC(=O)c1cnc(SCC(=O)Nc2ccc3c(c2)OCCO3)nc1N	10	0.5	96	14	93	1.5	7	-14	-2	1.1
CCOc1ccc(NC(=O)CCNS(=O)(=O)c2ccc3c(c2)CCC(=O)N3)cc1	5	-0.4	99	7	103	1.9	-3	-7	-10	1.4
COc1ccc(NC(=O)c2cc(Br)c(Br)s2)cn1	18	-0.2	88	-30	107	1.4	-9	30	-1	1.8
COc1ccc(C2C(C(=O)N3CC(C)CC(C)C3)c3ccccc3C(=O)N2C)cc1 (stereo not drawn)	12	-0.3	94	-9	105	3.6	-6	9	-12	1.4
CCOc1cccc(/C=N/NC(=S)Nc2cc(S(=O)(=O)N3CCOCC3)ccc2N2CCOCC2)c1O	2	-0.3	100	54*	97	4.8	3	-54	0	0.74
COc1ccccc1C(=O)N/C(=C\c1ccc2c(c1)OCO2)C(=O)NCCc1nc2ccccc2[nH]1	0	-0.2	100	11	106	0.1	-7	-11	-8	1.1
O=C(COc1ccccc1C(=O)c1cnn(-c2ccccc2)c1)Nc1ccccc1	-8	-0.2	102	-31	120	4.8	-22	31	74*	1.4
O=C(COC(=O)C12CC3CC(CC(O)(C3)C1)C2)Nc1ccccc1OC(F)F	5	-0.1	100	-7	103	-0.9	-3	7	13	1.4
CCN(CC)S(=O)(=O)c1ccc(NC(=O)Nc2cccc(C(F)(F)F)c2)cc1	-2	-0.4	102	-7	96	2.5	4	7	-8	0.46
COc1cc(C(CC(=O)O)n2cnnn2)ccc1OC(C)C (stereo not drawn)	9	-0.3	101	-17	96	0.6	3	17	0	0.91
CCn1c(SCC(=O)N/N=C/C=C\c2ccccc2[N+](=O)[O-])nc2ccccc21	20	-0.6	86	-4	92	1.3	9	4	0	0.67
CCC(C)NC(=O)c1cn(CC)c2ccc(S(=O)(=O)N(C)C)cc2c1=O (stereo not drawn)	-4	-0.4	108	7	98	0.5	2	-7	-2	1.2
C/C(=N\NC(=O)c1cccc(Cl)c1)C1C(=O)c2ccccc2C1=O	-1	-0.1	109	-42	112	4.9	-13	42	0	1.1
Cc1ccccc1-c1nn[nH]n1	10	-0.6	97	6	104	0.8	-4	-5	-12	1.2
Cc1ccc(OCC(=O)Nc2cccc(S(=O)(=O)N3CCCCCC3)c2)c([N+](=O)[O-])n1	5	-0.2	96	5	95	3.1	5	-5	-4	1.2
O=C1CCCC2=C1C(O)(C(F)(F)F)C(=O)N2Cc1ccccc1 (stereo not drawn)	4	-0.4	102	-4	101	-0.7	-1	4	-9	1.2
COc1ccc(N2C(N)=NC(N)=NC23CCCC3)cc1	4	-0.6	101	21	94	-0.1	6	-21	-6	1.2
FCCCOc1ccc(-c2nccc(-c3ccc(Br)cc3)n2)cc1	18	-0.3	90	2	101	7.5	-1	-2	-2	1.3
CCN(CC)C(=O)CSc1nc2[nH]ncc2c(=O)[nH]1	1	-0.2	109	-8	100	-0.6	-2	8	-2	1.3
Cc1c(C(=O)NCc2ccc3c(c2)OCO3)oc2ccc(S(=O)(=O)N3CCCCCC3)cc12	29	-0.5	81	-5	99	2.8	2	5	-3	1
N/C(=N\OC(=O)c1cccc([N+](=O)[O-])c1)c1ccccn1	16	-0.2	91	-77	133*	1.1	-35	77	67*	2.3
Cc1cc2nc(C3CCCN(C(=S)Nc4ccccc4C)C3)[nH]c2cc1C (stereo not drawn)	4	-0.5	97	4	83	-0.3	19	-4	10	0.72
O=C(CN1CCOCC1)Nc1ccc(S(=O)(=O)N2CCCCCC2)cc1	4	0.2	100	3	97	0.3	3	-3	-6	0.99
O=C(c1cccs1)C1C(c2ccc(Br)cc2)NC(=S)NC1(O)C(F)(F)F (stereo not drawn)	16	-0.3	86	-5	98	2.9	2	5	-4	1.4
O=C(NCCc1cccc(Cl)c1)c1cccnc1	-6	0.0	108	-47	104	0.1	-4	47	2	1.4
COc1ccc(/C=N/NS(=O)(=O)c2ccccc2)cc1OC(=O)c1ccc(C)cc1	9	0.1	100	-10	110	0.8	-5	10	-4	0.62
COc1ccc2[nH]c(=O)c(CN(CCCN(C)C)C(=O)Nc3ccccc3)cc2c1	0	0.0	104	-4	112	-0.7	-13	4	-2	0.61
CCOc1ccc(-c2cc(CCCC(=O)NCc3ccc(C)cc3)no2)cc1	30	-0.1	81	30	87	4.7	14	-30	1	0.83
O=C(C1CCN(S(=O)(=O)N2CCC3(CC2)OCCO3)CC1)N1CCc2ccccc2C1	-14	-0.2	110	3	100	0.7	0	-3	-7	1.1
CC1CCc2sc3nc(N4CCN(CCO)CC4)n4ncnc4c3c2C1 (stereo not drawn)	-1	0.0	106	-10	108	2.0	-10	10	-5	1.6
CC(C)NC(=O)NC(=O)COC(=O)c1ccc(NC(=O)CC#N)cc1	4	-0.2	102	4	102	-0.7	-2	-4	-8	0.97
CN1C(=O)N(c2cccc3ccccc23)C(n2cncn2)C1(C)C (stereo not drawn)	6	-0.2	101	8	99	0.0	2	-8	-6	0.98
Cc1ccc(-c2nc(C#N)c(N3CCCCC3)o2)cc1	11	-0.4	95	6	103	3.9	-3	-6	-8	1.3
O=C(CSc1ncn[nH]1)Nc1cc(S(=O)(=O)N2CCCC2)ccc1Cl	-7	-0.1	107	-19	102	1.7	-5	19	-6	1
CN(Cc1cnn(C)c1)Cc1nc(Cc2ccccc2Cl)no1	12	-0.3	91	30	101	1.0	-3	-30	-4	1.2
Cc1cc(C(=O)COC(=O)Cn2cnc3c2c(=O)n(C)c(=O)n3C)c(C)n1C	10	0.1	95	13	94	0.9	6	-13	-6	1
Cc1cc(C)cc(OCC(=O)NNC(=O)c2ccoc2C)c1	23	-0.3	87	4	96	1.5	3	-4	-8	1.4
Cc1ccc2cc(CCNC(=O)c3cccc([N+](=O)[O-])c3)c(=O)[nH]c2c1	4	0.1	101	6	97	7.7	1	-6	4	0.87
CC(=O)OCP(C)(=O)COC(C)=O	13	0.4	97	3	101	1.2	-2	-3	-6	1.3
O=S(=O)(NCc1ccccn1)c1ccc(Cl)s1	14	-0.3	92	-14	97	0.2	1	14	-6	1.3
COc1ccc(N(CC(=O)O)S(=O)(=O)c2ccc(C)cc2)cc1Cl	7	-0.3	99	16	104	0.0	-6	-16	1	1.1
COCCCN(C(=S)Nc1c(C)cc(C)cc1C)C(C)c1ccncc1 (stereo not drawn)	3	-0.2	97	17	102	-0.7	-2	-17	1	1.1
O=C(C1CCCO1)N1CCN(S(=O)(=O)c2cccc3nsnc23)CC1 (stereo not drawn)	1	-0.4	103	-2	84	-1.1	15	2	-2	0.64

Further compounds follow:
SMILES	STAT3 blocker	Hsp70 activator	STAT3 activator	APP 5UTR inh	STAT1 act	RAM network inh	STAT1 inh	APP 5'UTR act	FLuc inh counter	NF-kB expr up
NNc1nc(-c2ccccc2)cc(-c2ccccc2)n1	4	0.2	99	16	103	0.7	-2	-16	2	0.88
COc1cc(/C=C(\NC(C)=O)C(=O)Nc2ccc(NC(C)=O)cc2)ccc1OC(C)=O	5	0.4	95	15	88	1.0	13	-15	-6	0.93
Cc1cc(C)nc(N(C#N)Cc2cccc([N+](=O)[O-])c2)n1	4	0.2	103	-6	90	1.3	10	5	-4	0.98
COc1cc(OC)c(C2C(C#N)=C(N)OC3=C2C(=O)CC(C)C3)cc1OC (stereo not drawn)	0	-0.1	104	-16	102	0.9	-2	16	-6	0.99
N/C(=N\OC(=O)c1ccc(Br)cc1)c1ccncc1	12	0.3	92	-78	143*	2.7	-46	78	68*	2.3

Ordered by length of the SMILES (smallest number first): part of the list above
SMILES	STAT3 blocker	Hsp70 activator	STAT3 activator	APP 5UTR inh	STAT1 act	RAM network inh	STAT1 inh	APP 5'UTR act	FLuc inh counter	NF-kB expr up
N/C(=N\OC(=O)c1ccc(Br)cc1)c1ccncc1	12	0.3	92	-78	143*	2.7	-46	78	68*	2.3
Cc1cc(C)nc(N(C#N)Cc2cccc([N+](=O)[O-])c2)n1	4	0.2	103	-6	90	1.3	10	5	-4	0.98
O=C(C1CCCO1)N1CCN(S(=O)(=O)c2cccc3nsnc23)CC1 (stereo not drawn)	1	-0.4	103	-2	84	-1.1	15	2	-2	0.64
